# IMPase Li cell = membrane-permeable IMPase blocker, potentiated with lithium; 210,000 compounds, 0.35% hits; Potency, µM (doses to about 59.4 µM), for inactives: top-dose activity, negative = IMPase inhibition, most hits filed as inhibitors; AID 1457; CHO-M1 cells, IP1 TR-FRET (IP-One), carbachol + lithium;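 also: IP1 builds up when IMPase is blocked and the TR-FRET signal falls; potency is read from the fitted curve at half-maximal effect; plate controls were basal vehicle for no effect and high inhibitor control for full effect; nearly all actives have a fitted effect of over 50% in size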
#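 CHO cells stably expressing M1 receptor (2000/well) were cultured 16–30 h, then exposed to compounds with a small lithium addition for 30 min at 37C. IP1 was measured by TR-FRET competition; AC50 from Hill fits.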
# NPSR antagonist = blocks cAMP signaling of the human neuropeptide S receptor; Q6W5P4; CHO-NPSR cells, cAMP TR-FRET, antagonist mode; Potency, µM (highest dose often 38.3 µM), for the others: at the top dose activity change, negative = inhibition, usual class: inhibitors; 220,000 compounds, 1% hits; also: potency is read from the fitted curve at half-maximal effect; % is scaled to controls: 0 for no effect and ±100 for the full control effect; nearly all actives have a fitted effect of over 50% in size; many of its hits are not listed in these tables
# Target sequence (Q6W5P4 whole entry, looked up): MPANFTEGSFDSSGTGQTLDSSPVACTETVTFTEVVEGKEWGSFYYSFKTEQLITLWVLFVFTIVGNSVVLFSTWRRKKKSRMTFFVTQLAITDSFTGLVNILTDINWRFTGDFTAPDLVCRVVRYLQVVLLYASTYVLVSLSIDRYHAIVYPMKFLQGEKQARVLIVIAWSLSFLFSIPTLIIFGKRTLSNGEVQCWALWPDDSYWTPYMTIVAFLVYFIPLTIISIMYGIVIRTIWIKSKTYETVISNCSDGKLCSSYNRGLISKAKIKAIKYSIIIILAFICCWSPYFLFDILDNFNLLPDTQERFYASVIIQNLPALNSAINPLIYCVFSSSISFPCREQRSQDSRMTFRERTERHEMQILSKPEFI
# Epigenetic reg = regulators of epigenetic silencing causing reporter derepression in mouse cells; AID 1865; murine LDR cells, GFP reporter derepression, 30 h; 280,000 compounds, 0.2% hits; Potency, µM (doses to about 53.9 µM), for inactives: at the highest dose GFP activation, actives largely listed as activators; also: potency is read from the fitted curve at half-maximal effect; % of control where 0% means no effect; nearly all actives have a fitted effect of over 60% in size
#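 GFP-positive cell count by laser-scanning cytometry (objects 20–120 um) after 30 h, 37 C compound exposure of murine LDR cells; reporter is CMV-GFP integrated at a silenced locus, inducible by HDAC or DNMT inhibitors.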
# HttQ103 aggreg = mutant huntingtin aggregation inhibition; PC12 HttQ103-GFP aggregates, Acumen cytometry, 40 h; Potency, µM (doses to about 46.1 µM), for the others: at the highest dose activity change, negative = inhibition, actives largely listed as inhibitors; 220,000 compounds, 1.1% hits; AID 1688; also: potency is read from the fitted curve at half-maximal effect; % is scaled to controls: 0 for no effect and ±100 for the full control effect; nearly all actives have a fitted effect of over 60% in size
#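 Multiplexed with ATP-based cell death, this channel scores GFP aggregates in PC12 cells expressing inducible HTTex1-Q103-GFP. Induction used 100 nM tebufenozide; compounds were tested in concentration series.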
# L3MBTL1 block = L3MBTL1 (human) inhibition. Q9Y468. Potency, µM (titrated, usually from 57.1 µM), without a hit: top-dose activity, negative = inhibition, actives largely listed as inhibitors. AlphaScreen L3MBTL1–H3K9me1 peptide binding. 230,000 compounds, 0.66% hits; also: potency is read from the fitted curve at half-maximal effect; % is scaled to controls: 0 for no effect and ±100 for the full control effect; nearly all actives have a fitted effect of over 60% in size
#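 L3MBTL1 50 nM + b-AHA-H3(1-15)K9me1 75 nM, 30 min RT; compound added, 30 min RT; streptavidin donor/Ni-chelate acceptor beads 10 ug/mL each final, 30 min RT dark; AlphaScreen read.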
# CBFb RUNX1 block = inhibitors of human CBF-beta and RUNX1 interaction; Q01196+Q13951; AlphaScreen CBFb-His/RUNX1-biotin binding, biochemical; Potency, µM (titrated, usually from 59.8 µM), for the others: top-dose activity, negative = inhibition, usual class: inhibitors; 230,000 tested, under 10 active; AID 1477; also: % of control where 0% means no effect
# Target sequence (Q01196 whole entry, looked up): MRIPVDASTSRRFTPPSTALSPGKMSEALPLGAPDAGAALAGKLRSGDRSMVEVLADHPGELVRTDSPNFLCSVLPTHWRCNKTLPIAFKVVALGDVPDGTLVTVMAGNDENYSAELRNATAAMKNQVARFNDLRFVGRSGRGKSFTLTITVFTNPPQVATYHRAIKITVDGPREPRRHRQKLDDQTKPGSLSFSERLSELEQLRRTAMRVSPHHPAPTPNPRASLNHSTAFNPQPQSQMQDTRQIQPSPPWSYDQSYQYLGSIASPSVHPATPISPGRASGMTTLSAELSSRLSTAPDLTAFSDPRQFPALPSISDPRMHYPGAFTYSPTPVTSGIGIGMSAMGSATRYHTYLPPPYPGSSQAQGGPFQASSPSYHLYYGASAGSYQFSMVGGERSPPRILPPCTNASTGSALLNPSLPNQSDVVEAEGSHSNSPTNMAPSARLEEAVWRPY
# Target sequence (Q13951 whole entry, looked up): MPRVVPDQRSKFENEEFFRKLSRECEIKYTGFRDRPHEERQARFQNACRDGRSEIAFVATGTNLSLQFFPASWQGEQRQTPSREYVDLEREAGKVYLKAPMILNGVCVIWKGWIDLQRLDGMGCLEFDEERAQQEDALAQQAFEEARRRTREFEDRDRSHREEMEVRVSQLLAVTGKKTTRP
#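 Read-out: AlphaScreen. Format: His-CBF-beta with biotinylated RUNX1 (30 nM each) preincubated 20 min, compound 15 min, Ni-chelate plus streptavidin beads 90 min; room temperature throughout.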
# KinaseGlo FLuc = Kinase-Glo luciferase inhibition (counter-screen). Potency, µM (top dose mostly 38.3 µM), for the others: top-dose activity change, negative = inhibition, hits mostly inhibitors. Kinase-Glo luciferase, ATP luminescence, 8 min. 200,000 compounds, 0.28% hits; also: potency is read from the fitted curve at half-maximal effect; % is scaled to controls: 0 for no effect and ±100 for the full control effect; nearly all actives have a fitted effect of over 60% in size
#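 Inhibition of Kinase-Glo luciferase light generation was assessed at 10 uM ATP in pH 7.2 imidazole buffer, with luminescence measured after eight minutes at ambient temperature.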
# An asterisk follows results filed as active; ? = inconclusive; nt = not tested or not shown; [ ] = another dose, or the depositor's remark. Calls follow the shape of the dose curve; as a rule, active = well fitted curve in the direction sought with a large enough effect; inconclusive = small, poorly fitted or top-dose-only effect, or another doubt; inactive = no such curve, though single readings can be large; an effect the other way counts as inactive or inconclusive. Only part of the results is shown. The share of hits here may be higher or lower than overall.
1: CCOC(=O)CC1=NS(=O)(=O)c2ccccc2N1
2: C/C(=N\O)C(=O)Nc1ccccc1
3: CCC(C)(C(=O)NC1CCCC1)N(C(=O)CC1NC(=O)NC1=O)c1ccc(C)cc1 (stereo unspecified)
4: Cc1ccc(C)c(C(=O)COC(=O)c2cc([N+](=O)[O-])ccc2NCCO)c1
5: Cc1nn(-c2ccccc2)c(C)c1/C=N/N1CCN(c2ccccc2)CC1
6: Cc1cccc(C)c1NC(=O)C(=O)NCc1ccccn1
7: c1ccc(Nc2nnc(-c3cccc4ccccc34)o2)cc1
8: CCCCn1nnnc1SCC(=O)c1cc(Cl)ccc1OC
9: CCNC(=O)NC(=O)COC(=O)CCCSc1nc2ccccc2s1
10: CC(C)CCCNc1nc(N2CCOCC2)nc(N2CCOCC2)n1

assay / entry,1,2,3,4,5,6,7,8,9,10
IMPase Li cell,-12%[38.3 µM],nt,29%[38.3 µM],nt,13%,-8%[38.3 µM],nt,-2%[38.3 µM],-2%,4%
NPSR antagonist,-1%[46.1 µM],0%[7.67 µM],0%[46.1 µM],6%[46.1 µM],-13%[46.1 µM],0%[46.1 µM],13%,-27%[46.1 µM],5%,-17%
Epigenetic reg,4.1%,-0.4%,1.0%,-0.9%,-3.4%,-0.1%,1.0%,1.3%,-1.2%,-1.0%
HttQ103 aggreg,5%,-2%[9.22 µM],?,31%,2%,-5%,-6%[9.22 µM],0%,-1%,3%
L3MBTL1 block,-2%,4%,nt,-10%,-14%,6%,2%,11%,-2%,-1%
CBFb RUNX1 block,4%,5%,0%,-12%,8%,-1%,5%,5%,-6%,2%
KinaseGlo FLuc,-2%,nt,16%,nt,5%,1%,nt,2%,-2%,-3%

11: O=C(CSC1=NCCS1)NCc1ccco1
12: Cc1ccc(N2C(=O)C(O)(C(F)(F)F)C3=C2CC(C)(C)CC3=O)cc1 (stereo unspecified)
13: Cc1ccc(/C(N)=N/OC(=O)c2cc(-c3ccccc3)nc3ccccc23)cc1
14: Oc1[nH]c2ccc(Br)cc2c1N=NC(=S)NCC1CCCO1 (stereo unspecified)
15: O=C(NCCNC(=O)C1CC2CCC1C2)C1CC2CCC1C2 (stereo unspecified)
16: COc1ccc(/C=N/NC(=O)c2cccc(NC(=O)c3ccccc3)c2)c(C(=O)O)c1OC
17: CCOC(=O)C1CCN(C(=O)CCc2c(C)nc3cc(-c4ccc(OC)cc4OC)nn3c2C)CC1
18: CC1=C2C(=CO[C@H](C)[C@H]2C)C(=O)C(C(=O)O)=C1O
19: C[C@]1(OC(=O)/C=C\c2ccccc2)C[C@@H](O)[C@@]2(O)C=CO[C@@H](O[C@H]3O[C@@H](CO)[C@@H](O)[C@@H](O)[C@@H]3O)[C@H]21
20: C=CCNC(=S)NC(=O)c1csc([N+](=O)[O-])c1

assay / entry,11,12,13,14,15,16,17,18,19,20
IMPase Li cell,4%[38.3 µM],-3%,0%[38.3 µM],nt,11%[38.3 µM],5%,-3%,14%,1%,nt
NPSR antagonist,-18%[46.1 µM],8%,-2%[46.1 µM],?,-8%[46.1 µM],13%,-4%,nt,nt,?
Epigenetic reg,-7.9%,0.0%,-1.1%,?,0.0%,1.0%,1.4%,0.0%,-0.3%[16.9 µM],-2.9%
HttQ103 aggreg,-4%,16%,-2%,-22%[9.22 µM],4%,-6%,11%,nt,nt,-19%[9.22 µM]
L3MBTL1 block,-11%,3%,-1%,-21%,11%[11.4 µM],0%,nt,nt,nt,-20%
CBFb RUNX1 block,4%,4%,3%,-18%,0%,-10%,0%,-17%,6%[21.7 µM],-4%
KinaseGlo FLuc,-4%,2%,-3%,nt,-1%,3%,5%,3%,0%[17.1 µM],nt

21: CNC(=S)N1CCC(NC(=O)C(Cc2ccc(F)cc2)NC(C)=O)CC1 (stereo unspecified)
22: Cn1cnnc1SCC(=O)NNC(=O)COc1ccc(Cl)cc1
23: O=C1OCC/C1=C\c1ccccc1
24: COc1ccc(C(NC(=O)/C=C/c2ccco2)c2ccc(OC)c(OC)c2)cc1OC
25: Nc1c(-c2ccccc2)c(CSc2nc3ccccc3[nH]2)nn1-c1ccc(Cl)cc1
26: COc1ccc(C(=O)Nc2ccc(OC)c([N+](=O)[O-])c2)cc1Br
27: CCCc1ncc(C(O)(c2ccccc2)c2ccccc2)n1C
28: CC(=O)c1cccc(NC(=O)N2CCCC2C(=O)Nc2cccc(C)c2C)c1 (stereo unspecified)
29: COC(=O)C1=C(C(=O)OC)[C@@H]2N(Cc3ccccc3)c3ccccc3[C@@]23C[C@@H](C(=O)OC)N(S(=O)(=O)c2ccc4c(c2)OCCN4C)C3=N1
30: CC(C)CNC(=O)CN1C(=O)NC(Cc2c[nH]c3ccccc23)C1=O (stereo unspecified)

assay / entry,21,22,23,24,25,26,27,28,29,30
IMPase Li cell,0%,-7%,-1%,-2%,13%,-9%,27%,nt,10%,2%
NPSR antagonist,23%,11%,17%,3%,10%,1%,-29%,-7%[46.1 µM],nt,0%
Epigenetic reg,-0.5%,-0.2%,0.9%,0.0%,0.0%,6.4%,3.6%,-10%,nt,0.9%
HttQ103 aggreg,21%,3%,12%,?,10%,7%[9.22 µM],-19%,-3%,nt,15%
L3MBTL1 block,4%,nt,1%,-10%,-1%,1%,nt,1%,nt,1%
CBFb RUNX1 block,-8%,2%,9%,-4%,-5%,4%,-6%,4%,-16%[13.1 µM],6%
KinaseGlo FLuc,1%,nt,17%,1%,-6%,0%,0%,nt,-4%[7.66 µM],3%

31: Cc1cc(C(=O)Nc2c(F)cc(F)cc2Br)c(C)o1
32: C=CCc1c(C)nc(-c2ccccc2)nc1N/N=C/c1ccccc1
33: Oc1cccc(-c2nc3ccc4ccccc4c3c3c2CCC3)c1
34: CCOC(=O)CSc1ccc2nnc(-c3cccnc3)n2n1
35: COc1cc(-c2nnc(SCC(=O)Nc3ccc4c(c3)OCCO4)o2)cc(OC)c1OC
36: COc1ccc(-c2cc(C)nc(SCc3cccc(C(=O)O)c3)n2)cc1
37: COc1ccc(CCNC(=O)C(=O)N2CCCC2)cc1OC
38: Cc1cc(=O)n2c3ccccc3n(CC(O)CN3CCC(C)CC3)c2c1C#N (stereo unspecified)
39: COc1cccc(CNC(=O)C(CCSC)NS(=O)(=O)c2ccc3c(c2)oc(=O)n3C)c1 (stereo unspecified)
40: O=C(NCc1cn2ccsc2n1)Nc1cccc(Cl)c1

assay / entry,31,32,33,34,35,36,37,38,39,40
IMPase Li cell,9%[38.3 µM],22%,44%[activator][38.3 µM],8%[38.3 µM],5%[38.3 µM],0%,-5%,11%,2%,-17%[38.3 µM]
NPSR antagonist,-22%[46.1 µM],-21%[46.1 µM],-14%[46.1 µM],22%[46.1 µM],-21%[46.1 µM],-17%,14%,13%,-9%[46.1 µM],0%[46.1 µM]
Epigenetic reg,1.0%,0.0%,11%,0.0%,0.0%,3.3%,0.9%,4.1%,0.9%,6.8%
HttQ103 aggreg,1%,-18%,?,8%,0%,22%,-20%[9.22 µM],-11%,5%,-18%
L3MBTL1 block,nt,4%,nt,2%,-2%,2%,-5%,11%,-9%,-5%
CBFb RUNX1 block,5%,1%,-5%,12%,-4%,1%,-5%,1%,15%,-11%
KinaseGlo FLuc,0%,0%,-3%,2%,-3%,1%,6%,2%,6%,-3%

41: CC(=O)Nc1ccc(OCC(=O)c2ccc(C)cc2C)cc1
42: COC(=O)c1ccc(NC(=O)CSc2ccccc2)cc1
43: O=C(NCCc1ccccc1)c1cc(-c2ccc3c(c2)OCO3)on1
44: COc1ccc2c(c1OC)C(=O)N1c3ccccc3SC21 (stereo unspecified)
45: CC1Cc2ccccc2N1C(=O)CSc1ncccc1C(=O)O (stereo unspecified)
46: COc1ccc(NC(=O)COC(=O)CCCOc2ccc(Cl)cc2Cl)cc1Cl
47: COC(=O)CCN1CCC(C(N)=O)CC1
48: COC(=O)c1ccc(CN2C(=O)C3CCCCC3C2=O)o1 (stereo unspecified)
49: N[C@@H](Cc1ccc(O)cc1)c1nnc([C@H](CC(=O)O)NC(=O)C2CCNCC2)o1
50: Cc1ccccc1-n1c(C)nnc1SCC(=O)NC1CCCc2ccccc21 (stereo unspecified)

assay / entry,41,42,43,44,45,46,47,48,49,50
IMPase Li cell,16%[38.3 µM],6%,5%[38.3 µM],-18%[38.3 µM],-3%[38.3 µM],0%,14%[38.3 µM],1%,4%,nt
NPSR antagonist,-3%[46.1 µM],-14%,-1%[46.1 µM],12%[46.1 µM],7%[46.1 µM],12%,-7%[46.1 µM],11%,-28%,-25%[46.1 µM]
Epigenetic reg,-1.0%,-1.2%,0.9%,-1.0%,-0.9%,-1.3%,3.2%,?,-0.3%,-0.9%
HttQ103 aggreg,-2%,15%,28%,18%,10%,3%,-18%,-27%[9.22 µM],-1%[9.22 µM],23%
L3MBTL1 block,nt,2%,8%,7%,-2%,14%,3%,9%,30%[activator],-10%
CBFb RUNX1 block,-1%,5%,5%,1%,7%,14%,16%,8%,3%,-6%
KinaseGlo FLuc,-3%,1%,2%,-3%,-9%,-3%,1%,-3%,nt,nt

# Filtered by structure, the entries above containing bromine.
14: Oc1[nH]c2ccc(Br)cc2c1N=NC(=S)NCC1CCCO1 (stereo unspecified)
26: COc1ccc(C(=O)Nc2ccc(OC)c([N+](=O)[O-])c2)cc1Br
31: Cc1cc(C(=O)Nc2c(F)cc(F)cc2Br)c(C)o1

assay / entry,14,26,31
IMPase Li cell,nt,-9%,9%[38.3 µM]
NPSR antagonist,?,1%,-22%[46.1 µM]
Epigenetic reg,?,6.4%,1.0%
HttQ103 aggreg,-22%[9.22 µM],7%[9.22 µM],1%
L3MBTL1 block,-21%,1%,nt
CBFb RUNX1 block,-18%,4%,5%
KinaseGlo FLuc,nt,0%,0%

# Carrying on.
51: O=C(CS(=O)(=O)c1ccccc1)Nc1nc2ccccc2s1
52: COc1ccc(C2(C)NC(=O)N(CC(=O)Nc3ccc4c(c3)OCO4)C2=O)cc1OC (stereo unspecified)
53: N#CC1=C(SCC(N)=O)NC2=C(C(=O)c3ccccc32)C1c1ccc(Cl)cc1 (stereo unspecified)
54: O=C(NCc1cccnc1)/C(=C/c1ccc(-c2cccc(C(F)(F)F)c2)o1)NC(=O)c1ccccc1

assay / entry,51,52,53,54
IMPase Li cell,1%,8%[38.3 µM],-14%[38.3 µM],10%[38.3 µM]
NPSR antagonist,0%,-8%[46.1 µM],?,-1%[46.1 µM]
Epigenetic reg,1.1%,-1.1%,5.5%,-1.1%
HttQ103 aggreg,10%,5%,-6%,22%
L3MBTL1 block,-9%,0%,-7%,-5%
CBFb RUNX1 block,5%,-9%,-11%,-3%
KinaseGlo FLuc,-5%,-1%,5%,-4%

# Screening data as filed in PubChem.
